# High-throughput results as filed in PubChem BioAssay.
# Mm-Cpn inhibitor – Inhibitors of TCP-1 ring complex (TRiC) of Methanococcus maripaludis (MmCpn): qHTS | 330,000 compounds, 0.031% hits | purified Mm-Cpn ATPase, ADP Transcreener TR-FRET | Chaperonin Mm-Cpn (Methanococcus maripaludis) | Potency, µM (highest dose often 76.9 µM), without a hit: top-dose activity, negative = inhibition, hits mostly inhibitors; further: potency means the concentration at half of the fitted maximal effect; on the % scale 0 is the no-effect control and ±100 the full control effect; nearly all actives have a fitted effect of over 80% in size
#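 25 nM Mm-CPN + cpd, 10 min 37°C; + 10 uM ATP, 30 min 37°C; buffer 30 mM Tris pH 7.4, 100 mM KCl, 5 mM MgCl2, 1 mM DTT; Transcreener ADP HTRF detection 30 min RT.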
# EPAC2 antag – qHTS for Antagonist of cAMP-regulated guanine nucleotide exchange factor 2 (EPAC2): primary screen. Rap guanine nucleotide exchange factor 4 (Homo sapiens), Q8WZA2. EPAC2 GEF exchange of Rap1B-BODIPY-GDP, fluorescence. Potency, µM (series often up to 114 µM), without a hit: at the top dose activity, negative = inhibition, actives largely listed as inhibitors. 360,000 compounds, 0.18% hits. AID 720708, 2013; further: potency means the concentration at half of the fitted maximal effect; on the % scale 0 is the no-effect control and ±100 the full control effect; nearly all actives have a fitted effect of over 45% in size; many of its hits are not listed in these tables
# WRN inhibitor – qHTS for Inhibitors of WRN Helicase; WRN helicase unwinding, fluorescent forked duplex, kinetic; Potency, µM (series often up to 114 µM), without a hit: at the highest dose activity change, negative = inhibition, most hits filed as inhibitors; 360,000 compounds, 0.46% hits; Bifunctional 3'-5' exonuclease/ATP-dependent helicase WRN (Homo sapiens), Q14191; further: potency means the concentration at half of the fitted maximal effect; on the % scale 0 is the no-effect control and ±100 the full control effect; nearly all actives have a fitted effect of over 55% in size
# Target sequence (Q14191 whole entry, looked up): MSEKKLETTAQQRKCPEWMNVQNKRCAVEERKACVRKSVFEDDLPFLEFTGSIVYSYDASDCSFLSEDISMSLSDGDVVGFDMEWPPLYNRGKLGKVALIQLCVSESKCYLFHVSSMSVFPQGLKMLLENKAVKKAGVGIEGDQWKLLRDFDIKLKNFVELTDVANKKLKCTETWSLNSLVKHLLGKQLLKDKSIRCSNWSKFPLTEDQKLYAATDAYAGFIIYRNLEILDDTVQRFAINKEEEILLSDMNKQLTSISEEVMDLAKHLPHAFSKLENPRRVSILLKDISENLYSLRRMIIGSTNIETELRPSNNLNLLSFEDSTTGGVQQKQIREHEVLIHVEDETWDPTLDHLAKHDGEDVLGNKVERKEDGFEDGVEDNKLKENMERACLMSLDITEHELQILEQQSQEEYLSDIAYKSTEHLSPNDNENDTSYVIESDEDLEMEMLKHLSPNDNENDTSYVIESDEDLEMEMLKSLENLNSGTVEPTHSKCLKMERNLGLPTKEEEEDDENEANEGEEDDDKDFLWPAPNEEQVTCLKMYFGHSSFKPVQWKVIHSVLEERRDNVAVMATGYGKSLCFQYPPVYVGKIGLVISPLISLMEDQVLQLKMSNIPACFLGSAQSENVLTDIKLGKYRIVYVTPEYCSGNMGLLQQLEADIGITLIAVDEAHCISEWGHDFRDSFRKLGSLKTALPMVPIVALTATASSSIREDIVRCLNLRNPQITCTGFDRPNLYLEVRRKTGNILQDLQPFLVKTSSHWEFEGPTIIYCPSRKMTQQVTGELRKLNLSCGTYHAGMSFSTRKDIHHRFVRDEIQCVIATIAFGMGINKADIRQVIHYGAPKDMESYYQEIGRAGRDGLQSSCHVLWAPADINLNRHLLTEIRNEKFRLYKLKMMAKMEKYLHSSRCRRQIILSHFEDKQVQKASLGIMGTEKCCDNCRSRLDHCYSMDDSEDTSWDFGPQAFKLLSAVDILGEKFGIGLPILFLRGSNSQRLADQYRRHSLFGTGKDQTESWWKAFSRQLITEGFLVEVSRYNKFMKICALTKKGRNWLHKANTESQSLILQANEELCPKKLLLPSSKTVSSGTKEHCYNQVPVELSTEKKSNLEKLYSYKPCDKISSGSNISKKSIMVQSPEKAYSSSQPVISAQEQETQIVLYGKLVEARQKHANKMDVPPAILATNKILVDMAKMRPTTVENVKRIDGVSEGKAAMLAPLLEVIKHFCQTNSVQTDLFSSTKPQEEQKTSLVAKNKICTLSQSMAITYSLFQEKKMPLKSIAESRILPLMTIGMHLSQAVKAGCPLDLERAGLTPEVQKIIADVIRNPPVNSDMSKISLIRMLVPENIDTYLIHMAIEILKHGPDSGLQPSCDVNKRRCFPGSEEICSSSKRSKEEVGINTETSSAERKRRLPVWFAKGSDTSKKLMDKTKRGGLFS
#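 Enzyme (20 nM final) and test compound sit together 15 min at room temperature before substrate addition. Substrate is a single-forked duplex oligonucleotide (100 nM) labelled with fluorophore and quencher, with 2 mM ATP; helicase unwinding raises red fluorescence, read kinetically.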
# EPAC1 antagonist – qHTS for Antagonist of cAMP-regulated guanine nucleotide exchange factor 3 (EPAC1): primary screen | Rap guanine nucleotide exchange factor 3 (Homo sapiens), O95398 | EPAC1 GEF assay, Rap1b-BODIPY-GDP exchange fluorescence | Potency, µM (titrated, usually from 115 µM), for inactives: top-dose activity change, negative = inhibition, usual class: inhibitors | 360,000 compounds, 0.14% hits | AID 720709, 2013;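 further: potency means the concentration at half of the fitted maximal effect; plate controls were vehicle for no effect and positive control for full effect; nearly all actives have a fitted effect of over 50% in size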
# EPAC1 ag – qHTS for Agonist of cAMP-regulated guanine nucleotide exchange factor 3 (EPAC1): primary screen; Rap guanine nucleotide exchange factor 3 (Homo sapiens), O95398; EPAC1 agonist qHTS, biochemical assay; response scale: 100% = response to 6.5 mM cAMP; Potency, µM (doses to about 154 µM), for inactives: at the top dose activation, hits mostly activators; 360,000 compounds, 0.073% hits; further: potency means the concentration at half of the fitted maximal effect; nearly all actives have a fitted effect of over 60% in size
#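 Multi-concentration qHTS readout: loss of Rap1B-bound BODIPY-GDP fluorescence driven by 100 nM EPAC1 with excess GDP (50 uM), monitored kinetically at room temperature; agonist response expressed relative to 6.5 mM cAMP.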
# CCT chaperon mod – High-Throughput Screening for Modulators of Cytosolic Chaperonin Activity; purified chaperonin ATPase assay, HTRF ADP detection, 30 min; activity change, % (concentration not given with the values), hits read low; 360,000 compounds, 0.3% hits; AID 651819, 2012; in the data active means activity change below about -30%; further: on the % scale 0 is the no-effect control and ±100 the full control effect
#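 TRiC (40 or 20 nM final, by batch activity) in 30 mM Tris pH 7.4, 100 mM KCl, 5 mM MgCl2, 1 mM DTT was treated with compound at 76 uM single dose, then 10 uM ATP, 30 min at 37 °C. ADP was read by HTRF Transcreener.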
# PLK1 PBD inh – qHTS for Inhibitors of PLK1-PDB (polo-like kinase 1 - polo-box domain): Primary Screen | 360,000 compounds, 2.8% hits | AID 720504, 2013 | Serine/threonine-protein kinase PLK1 (Homo sapiens), P53350 | Plk1 PBD binding of FITC phosphopeptide, fluorescence polarization | Potency, µM, for inactives: max response, negative = inhibition, actives largely listed as inhibitors; further: potency means the concentration at half of the fitted maximal effect; series mostly up to about 57 µM; on the % scale 0 is the no-effect control and ±100 the full control effect; nearly all actives have a fitted effect of over 65% in size
# PI5P4Ka inh – qHTS for Inhibitors of phosphatidylinositol 5-phosphate 4-kinase (PI5P4K); PI5P4Kalpha enzyme, ADP-Glo luminescence, 60 min; stronger effect = lower value; 330,000 compounds, 1.2% hits; max response, %; Phosphatidylinositol 5-phosphate 4-kinase type-2 alpha (Homo sapiens), P48426; active means max response of -50% or lower; inconclusive means between -30% and -50%; inactive means -30% or higher; further: value at the top dose of about 77 µM; on the % scale 0 is the no-effect control and ±100 the full control effect
#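 Single end-point luminescence (ADP-Glo) quantified ADP from PI5P4Kalpha turnover; ATP 5 microM final, 1 h at RT, 0.1% CHAPS and 0.28 mM EGTA in HEPES pH 7.4.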
# * hit, by the source's call; ? = inconclusive; · = not tested or not shown; [ ] = another dose, or the depositor's remark. Unless noted, the call rests on the fitted dose curve; in most records, active means well fitted curve in the direction sought with a large enough effect; inconclusive means small, poorly fitted or top-dose-only effect, or another doubt; inactive means no such curve, though single readings can be large; an effect the other way counts as inactive or inconclusive. Only part of the results is shown, so the mix of outcomes need not match the whole.
WRN inhibitor	EPAC2 antag	PI5P4Ka inh	EPAC1 ag	PLK1 PBD inh	CCT chaperon mod	EPAC1 antagonist	Mm-Cpn inhibitor	mol
15%	0%	-2	5%	-10%	-1.9	-17%	-1%	COc1cc(OC)c(OC)cc1CN1CCN(Cc2ccco2)CC1
4%	1%	-1	-11%	-9%	-8.8	-4%	·	CC1(C(=O)NS(=O)(=O)c2cccc(C#N)c2)CCN1C(=O)Cc1ccccc1 (stereo not drawn)
?	0%	-8	9%	-15%	-2.2	-5%	-3%	Cc1noc(C)c1CSCC(=O)NCCN1C(=O)S/C(=C\c2ccccc2F)C1=O
-18%	6%	4	3%	-12%	0.1	-9%	1%	COC(=O)c1n[nH]c2ccccc12
-24%[11.6 µM]	-1%	2	8%	-9%	0.3	-3%	-2%	CN1CCc2c(sc(/N=C/c3c[nH]c4ccccc34)c2C(N)=O)C1
-24%	-25%	?	4%	7%	-13	-19%	-18%	C=CCNS(=O)(=O)c1ccc(C(=O)OCc2cc(=O)oc3cc(OC)ccc23)cc1
8%	9%	-2	13%	-1%	-1.4	-1%	·	c1ccc(Cc2c(C3CCCCC3)nc3c4ccccc4ccn23)cc1
-3%	-1%	-1	5%	-9%	0.0	-26%	·	O=C(NCc1ccccc1)c1ccc(NC(=O)C2CCC2)cc1
1%	4%	6	-5%	0%	1.1	-16%	0%	Cc1ccccc1C1CC(c2ccc(Br)cc2)Nc2nc(N)nn21 (stereo not drawn)
-2%	-10%	-4	2%	4%	0.2	-12%	2%	CCN(CC)S(=O)(=O)c1ccc(N2CCOCC2)c(NC(=O)C2CC2)c1
-2%	4%	-7	-5%	-2%	-1.7	-9%	2%	CCCn1c(CN2CCCCC2C)nc2c1c(=O)n(C)c(=O)n2C (stereo not drawn)
-6%	-12%	-1	-11%	-2%	-0.6	5%	·	Cc1cnc(CNC(=O)c2ccc3nc([C@@H]4O[C@H](CO)[C@H](O)[C@H](O)[C@H]4O)[nH]c3c2)cn1
5%	-3%	1	12%	-6%	0.1	5%	-1%	COc1ccc(N2CCN(C(CNC(=O)C(=O)NCc3cccnc3)c3ccco3)CC2)cc1 (stereo not drawn)
5%	-11%	1	4%	-13%	-1.4	0%	3%	O=C(C1CCCN(c2ncnc3c2nc2n3CCCCC2)C1)N1CCN(c2ccccc2F)CC1 (stereo not drawn)
-12%[57.1 µM]	-8%	-2	2%	-3%	0.7	-3%	0%	O=C(Nc1cccc(C(F)(F)F)c1)c1cc[n+]([O-])cc1
7%	2%	6	-3%	0%	0.8	-1%	1%	COC(=O)C1(C)NC(c2ccccc2C)C2C(=O)N(c3ccccc3)C(=O)C21 (stereo not drawn)
-9%	-18%	30	8%	2%	-0.2	-10%	-4%	COc1ccc(-c2sc3ccccc3c2/C=C/c2ccncc2)cc1
-2%	0%	-17	0%	-27%	-4.0	-1%	-5%	O=C1CC(N(O)c2ccccc2)C(=O)N1c1ccc(Cl)c(Cl)c1 (stereo not drawn)
-2%	?	6	7%	-15%	-3.7	-10%	·	COc1ccccc1CCC(=O)Nc1ccc2c(c1)c(=O)n(C)n2C
?	-2%	-6	10%	?	0.1	14%	2%	O=C(O)/C=C/C(=O)Nc1ccc(N2CCOCC2)nc1N1CCOCC1
0%	1%	-7	3%	-5%	1.2	10%	-1%	O=C(NC12CC3CC(CC(C3)C1)C2)N1CCN(c2nc(-c3ccccc3)cs2)CC1
-8%	-1%	3	10%	-1%	1.7	-9%	-2%	O=S1(=O)Cc2cc3ccccc3cc2C1
2%	2%	-1	-1%	0%	-1.1	-3%	3%	O=C(Nc1ncc(Cc2cccc(Cl)c2)s1)c1ccc([N+](=O)[O-])cc1
-25%[57.1 µM]	0%	-27	5%	-30%	-1.2	2%	-8%	NC(=O)CSc1oc(-c2cccs2)nc1S(=O)(=O)c1ccccc1
16%	-8%	4	1%	-16%	-0.8	-17%	0%	O=C(NCc1ccc(F)cc1)C(=O)NCC1CCCN1S(=O)(=O)c1ccccc1 (stereo not drawn)

# New compounds follow:
WRN inhibitor	EPAC2 antag	PI5P4Ka inh	EPAC1 ag	PLK1 PBD inh	CCT chaperon mod	EPAC1 antagonist	Mm-Cpn inhibitor	mol
8%	-4%	-19	-13%	1%	-1.3	-7%	0%	O=C1C=C(c2ccc3ncccc3c2)C[C@@H](c2ccc(F)cc2)C1
5%	7%	4	-3%	-12%	-4.5	-12%	1%	Cc1cc(C)cc(NC(=S)NCCN(C2CCCCC2)C2CCCC2)c1
-5%[57.1 µM]	3%	6	4%	1%	-0.2	9%	0%	CC(CCc1ccccc1)NC(=O)c1cnc(Cl)c(Cl)c1 (stereo not drawn)
-5%	-3%	·	0%	-5%	-0.4	0%	1%	COc1ccc(N2CCN(C(c3cc4ccc(C)cc4[nH]c3=O)c3nnnn3C3CCCC3)CC2)cc1 (stereo not drawn)
10%	2%	1	-2%	-18%	3.3	10%	0%	CCOc1c(Br)cc(CNc2ccc(N3CCN(C(C)=O)CC3)cc2)cc1OC
-3%	-28%	-30	4%	-16%	-6.1	-20%	-3%	O=[N+]([O-])c1cc(Cl)cc(/C=N/n2cnnc2)c1O
-6%	0%	0	-3%	-7%	-0.3	-14%	-1%	Cc1c(Cl)c(C(F)(F)F)nn1CC(=O)N1CCSCC1
2%	9%	·	1%	-9%	-0.4	3%	0%	CCn1ncc(Br)c1C(=O)Nc1ccc(Cl)cn1
-7%	0%	?	-4%	-13%	-3.1	-16%	·	CS(=O)(=O)Nc1cccc(NC(=O)C2Cc3c(-c4cccc(C(N)=O)c4)ccnc3O2)c1 (stereo not drawn)
13%	12%	1	-12%	-7%	-0.8	-1%	-2%	Clc1ccc(CNCCCSc2ncccn2)cc1
4%	5%	-6	-6%	27µM*	2.9	4%	2%	O=C(C1CCCN(c2ncnc3c2nc2n3CCCCC2)C1)N1CCN(c2ccc(F)cc2)CC1 (stereo not drawn)
-4%	8%	·	-2%	2%	0.6	-3%	0%	c1ccc(CNc2nc3ccccc3n2CCN2CCOCC2)nc1
0%	4%	1	-7%	-12%	0.2	2%	0%	CC(C)NC(=O)COc1ccccc1C#N
-9%	12%	·	-2%	2%	-0.4	15%	0%	NS(=O)(=O)c1ccc(NCc2c(F)cccc2Cl)cc1
5%	-11%	2	-10%	-26%	1.2	0%	-3%	CC1CCC2C(C1)Nc1c(C(=O)O)cccc1C2(C)C (stereo not drawn)
-30%	-3%	-9	11%	-12%	-1.5	-4%	0%	CCCCN1C2CCCC1CC(NC(=O)c1cccc(OC)c1)C2 (stereo not drawn)
1%	4%	1	0%	-1%	-0.4	16%	1%	COc1ccc(C(=O)NCC(=O)OCC(=O)Nc2c(C)n(C)n(-c3ccccc3)c2=O)cc1
-4%	0%	1	-13%	-24%	-1.0	-3%	·	C[C@H]1CN([C@@H](C)CO)C(=O)CCCn2cc(nn2)CO[C@@H]1CN(C)C(=O)Nc1ccc(C(C)(C)C)cc1
0%	-21%	-4	-12%	-27%	-1.0	-10%	-1%	CCOC(=O)c1c(O)cc(OC)cc1CCc1ccccc1
-15%	6%	·	-6%	-4%	0.5	26%	-2%[15.4 µM]	COC1CCCCC1Nc1ccc(C)c(C)c1 (stereo not drawn)
-5%	6%	1	-5%	-14%	-0.6	4%	2%	COc1ccc2c(=O)c3c(=O)n(CCc4ccccc4)c(C(C)C)nc3oc2c1
-12%	-4%	2	-3%	-5%	-1.3	-26%	-6%	Cc1ccn(C(=O)c2ccc(NC(=O)CC(C)C)cc2)n1
2%	5%	0	10%	-8%	1.0	1%	1%	CCOC(=O)CCC(NC(=O)c1ccc(NCN2C(=O)c3ccccc3C2=O)cc1)C(=O)OCC (stereo not drawn)
6%[57.1 µM]	11%	-3	-3%	1%	1.4	3%	0%	COC(=O)c1ccc(N2CCN(C)CC2)c(NC(=O)COc2cccc(C)c2)c1
3%	4%	1	2%	-4%	0.7	0%	·	C[C@@H]1CN([C@@H](C)CO)C(=O)CCCn2cc(nn2)CO[C@H]1CN(C)C(=O)Oc1ccccc1

# 3 of the compounds above, with two lines to a compound.
# Every second line gives: WRN inhibitor | EPAC2 antag | PI5P4Ka inh | EPAC1 ag | PLK1 PBD inh | CCT chaperon mod | EPAC1 antagonist | Mm-Cpn inhibitor
COC(=O)c1ccc(N2CCN(C)CC2)c(NC(=O)COc2cccc(C)c2)c1
→ 6%[57.1 µM] | 11% | -3 | -3% | 1% | 1.4 | 3% | 0%
COc1ccc2c(=O)c3c(=O)n(CCc4ccccc4)c(C(C)C)nc3oc2c1
→ -5% | 6% | 1 | -5% | -14% | -0.6 | 4% | 2%
CCCCN1C2CCCC1CC(NC(=O)c1cccc(OC)c1)C2 (stereo not drawn)
→ -30% | -3% | -9 | 11% | -12% | -1.5 | -4% | 0%

# More results follow.
WRN inhibitor	EPAC2 antag	PI5P4Ka inh	EPAC1 ag	PLK1 PBD inh	CCT chaperon mod	EPAC1 antagonist	Mm-Cpn inhibitor	mol
2%	-6%	·	0%	-6%	-0.5	-9%	-11%	Cc1ccc(-c2csc3ncnc(NCCC(=O)O)c23)cc1C
10%	21%	-18	4%	27µM*	2.2	0%	-2%	CC1(C)CC(=O)c2cnc(N)nc2C1
3%	2%	-20	6%	-13%	-2.8	-2%	0%	CN(C)S(=O)(=O)N(CC(=O)Nc1ccccc1)c1ccccc1
7%	4%	·	-6%	-8%	-0.1	-19%	-1%	CCOC(=O)c1nnsc1NC(C)=O
2%	-4%	2	-2%	-1%	-3.2	-20%	-12%	O=C(Nc1cccc(-c2ccc(N3CCOCC3)nn2)c1)c1ccccc1
0%	-5%	·	11%	-6%	-1.4	-7%	1%	Cc1ccc(S(=O)(=O)CC(C)N2CCN(C3CCCCC3)CC2)cc1 (stereo not drawn)
-2%	0%	·	5%	-7%	-1.8	-4%	1%	CCOC(=O)C1CCCN(C(=O)c2cc(-c3ccccc3)on2)C1 (stereo not drawn)
